Screens: PubChem BioAssay, several laboratories
NCOA3 inh: SRC3 coactivator transcriptional activity inhibitors, primary screen, cell-based, luminescence; HEK293 GAL4-SRC3 luciferase reporter; inhibition, % at 3.6 µM; 0.17% of 360,000 active;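 active = inhibition above a per-campaign cutoff, the mean of all compounds plus 3 SD, cut at about 60% in these data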;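 also: 0% = DMSO-treated cells and 100% = gossypol-treated cells at 36 µM; higher means less SRC3-driven luciferase light from the GAL4 reporter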
NCOA1 inh: SRC1 coactivator transcriptional activity inhibitors, primary screen, cell-based, luminescence. Nuclear receptor coactivator 1 (Homo sapiens), Q15788. HEK293 GAL4-SRC1 luciferase reporter. inhibition, % at 3.6 µM. 0.12% of 360,000 active;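 active = inhibition above the campaign mean plus 3 SD, with each screening campaign given its own cutoff, cut at about 60% in these data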;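 also: 0% = DMSO treated cells and 100% = gossypol at 36 µM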
LRH-1 inv ag: LRH-1 (NR5A2) inverse agonists, primary screen, cell-based, luminescence, HEK293T, StAR-luciferase reporter. 0.13% of 360,000 active. inhibition, % at 3.6 µM. Nuclear receptor subfamily 5 group A member 2 (Homo sapiens), O00482. AID 602396, 2012. LRH-1 transfected, 24 h;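 active = inhibition above the mean inhibition of all tested compounds plus 3 SD, cut at about 73% in these data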;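 also: 0% = DMSO wells and 100% = reporter-only cells lacking LRH-1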
Target sequence (O00482 whole entry, looked up): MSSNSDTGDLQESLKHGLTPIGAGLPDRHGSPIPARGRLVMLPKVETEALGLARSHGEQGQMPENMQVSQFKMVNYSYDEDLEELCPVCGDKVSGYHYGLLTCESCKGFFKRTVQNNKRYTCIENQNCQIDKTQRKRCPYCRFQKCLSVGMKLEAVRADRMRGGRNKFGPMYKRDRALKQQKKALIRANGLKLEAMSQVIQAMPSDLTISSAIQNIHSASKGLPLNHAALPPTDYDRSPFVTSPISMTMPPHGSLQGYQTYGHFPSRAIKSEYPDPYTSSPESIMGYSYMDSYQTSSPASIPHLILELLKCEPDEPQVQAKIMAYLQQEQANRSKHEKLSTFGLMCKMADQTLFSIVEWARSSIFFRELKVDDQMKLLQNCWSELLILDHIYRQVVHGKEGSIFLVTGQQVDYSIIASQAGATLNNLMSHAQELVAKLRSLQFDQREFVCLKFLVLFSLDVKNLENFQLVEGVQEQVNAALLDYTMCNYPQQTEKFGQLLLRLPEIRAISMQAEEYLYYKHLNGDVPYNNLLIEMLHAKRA
CF NFkB inh: inhibitors of PAF-induced NF-kB signaling, primary screen, cell-based, GFP fluorescence, uHTS; KKLEB NF-kB-GFP reporter, GFP fluorescence overnight; inhibition, % at 5 µM; 0.86% of 360,000 active; AID 588850, 2011;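 active = at least 50% inhibition at 5 µM, scaled per plate between neutral and stimulator controls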;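 also: PAF is a Pseudomonas aeruginosa culture filtrate used as stimulus; plate controls were PAF-stimulated DMSO wells for no effect and unstimulated DMSO wells for full effect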
TRAIL sens C8: viability loss with TRAIL in NB7+C8 cells, primary screen, TRAIL sensitizer project, cell-based, ATPlite luminescence. inhibition (viability loss, TRAIL sensitization), % at 10 µM. 1% of 360,000 active. AID 624354, 2012;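 active = compounds causing at least 50% loss of cell viability in the single-dose screen, relative to plate controls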
LMP1 NFkB inh: EBV LMP1-driven NF-kappaB luciferase reporter inhibitors, primary screen, cell-based, luminescence, single point; LMP1-induced NF-kappaB luciferase reporter cells; inhibition, % at 12.5 µM; 0.69% of 350,000 active; in the data active = inhibition above about 41%;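 also: 0% = neutral control wells and 100% = reference inhibitor control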
TROY NFkB inh: inhibitors of TROY-driven NF-kB signaling, primary screen, Q293 LMP1-TROYcd cells, NF-kB luciferase, uHTS. Q293 LMP1-TROYcd NF-kB luciferase reporter, 4 h. inhibition, % at 10 µM. 0.98% of 360,000 active. AID 1347056, 2019;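 active = compounds whose plate-normalised and pattern-corrected inhibition of the luciferase reporter signal at the single screening dose is 50% or more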
KKLEB cytotox: cytotoxicity in KKLEB CF airway cells, primary screen, cytotoxicity control for CF NF-kB inhibitor project, cell-based, uHTS, fluorescence assay plates. activity change (cytotoxicity), % at 5 µM. 0.36% of 360,000 active. KKLEB CF airway cells viability, ATPlite luminescence, overnight; active compounds read low; cells stimulated with P. aeruginosa culture filtrate. AID 602141, 2011;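 active = corrected activity change at or below -50% at 5 µM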
COUP-TFII inh: NR2F2 transcriptional activity inhibitors, primary screen, cell-based, luciferase reporter, HEK293T, luminescence; COUP transcription factor 2 (Homo sapiens), P24468; HEK293T NGFI-A luciferase reporter; inhibition, % at 8.6 µM; 0.7% of 370,000 active; AID 686940, 2013;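 active = inhibition above a per-plate cutoff, mean inhibition of test wells between control levels plus 3 SD, cut at about 38% in these data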;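 also: cells cotransfected with COUP-TFII expression vector driving the NGFI-A reporter; 0% = median of COUP-TF2 test wells and 100% = reporter-only cells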
Target sequence (P24468 whole entry, looked up): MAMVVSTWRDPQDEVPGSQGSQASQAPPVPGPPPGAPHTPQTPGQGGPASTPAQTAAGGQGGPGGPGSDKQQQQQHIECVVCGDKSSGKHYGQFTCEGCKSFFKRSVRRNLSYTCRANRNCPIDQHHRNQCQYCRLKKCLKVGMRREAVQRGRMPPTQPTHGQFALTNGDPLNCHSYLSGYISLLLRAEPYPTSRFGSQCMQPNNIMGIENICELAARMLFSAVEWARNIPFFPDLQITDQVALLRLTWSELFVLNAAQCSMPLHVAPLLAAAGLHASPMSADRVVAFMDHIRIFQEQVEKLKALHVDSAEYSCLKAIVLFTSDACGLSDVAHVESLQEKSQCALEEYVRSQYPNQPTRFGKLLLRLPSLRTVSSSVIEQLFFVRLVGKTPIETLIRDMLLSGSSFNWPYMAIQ
TWEAK Fn14 block: inhibitors of TWEAK-Fn14 signaling, primary screen, luciferase reporter cells, uHTS. TWEAK-stimulated Fn14 reporter cells, luciferase luminescence, 8 h. inhibition, % at 10 µM. 2% of 360,000 active. AID 1159606, 2016; in the data active = inhibition above about 50%
Shn3 3UTR inh: reduction of Shn3 3'UTR firefly luciferase signal, primary screen, Schnurri-3 inhibitor project, cell-based, Clone20 osteoblasts, set 2. Clone20 osteoblast Shn3 3'UTR firefly luciferase, 24 h. inhibition, % at 12.5 µM. 0.52% of 360,000 active;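 active = mean inhibition of at least 75% with every replicate also reaching 75%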;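 also: 0% = median of neutral control wells and 100% = pilot-screen positive control compound; some compounds past the cut are filed as inactive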
* hit, by the source's call; nt = not tested or not shown. A portion of the library; count on the stated rates, not on these rows.

Every second line gives: NCOA3 inh	NCOA1 inh	LRH-1 inv ag	CF NFkB inh	TRAIL sens C8	LMP1 NFkB inh	TROY NFkB inh	KKLEB cytotox	COUP-TFII inh	TWEAK Fn14 block	Shn3 3UTR inh
COc1ccc(N(C)S(=O)(=O)c2cccc(C(=O)Nc3cccc(C(=O)NC4CC4)c3)c2)cc1
  4	1	-11	0	20	-5	13	-1	18	7	-13
Cc1ccc(C)c(N2CCN(C(c3ccncc3)c3nnnn3Cc3ccccc3)CC2)c1 (stereo not given)
  5	0	20	0	1	12	2	-7	-2	-11	-15
CC(C)(C)NC(=S)N/N=C/c1cc(Br)c(O)c(Br)c1
  3	-5	-15	-22	10	-2	-6	1	-18	8	14
COC(=O)C1=C(C(=O)OC)[C@@H]2N(Cc3ccccc3)c3ccccc3[C@@]23C[C@@H](CO)N(C(=O)NC2CCCC2)C3=N1
  -4	-12	-13	-32	-6	-3	-13	3	-18	-19	-5
COCCCNC(=O)C[C@H]1C[C@H](C(=O)N2CCCCC2)[C@@]2(CCc3ccccc3)c3[nH]c4ccc(Cl)cc4c3CCN2C1=O
  -12	-8	5	2	3	16	48	-7	15	30	26
Cc1c(CCC(=O)NCCCN2CCCC2=O)c(=O)oc2c(C)c(O)ccc12
  -28	1	-27	-11	-6	-2	-6	2	8	-1	22
CC(=O)c1nn(-c2ccc(Br)cc2)cc1C(=O)c1ccco1
  -21	6	-11	-6	0	-8	8	5	8	5	21
Cc1ccc(S(=O)(=O)N(CC(=O)NN=C2CCN(C)CC2)c2ccc(F)cc2)cc1
  8	-9	7	-5	-14	-5	16	-3	3	-6	-4
O=C(NCC(=O)N(c1ccccc1)C(C(=O)NC1CCCC1)c1ccncc1)c1cccs1 (stereo not given)
  -23	6	-5	14	-14	1	-3	6	-6	-1	-2
CCCn1nc(C(=O)NNC(=O)CSC(C)C(=O)Nc2cc(C)on2)c2ccccc2c1=O (stereo not given)
  9	1	4	1	1	4	10	0	23	-15	9
O=C(Nc1ccc(C(=O)N2CCCCC2)cc1)C1CCC1
  -15	-24	-9	2	-21	-6	-14	2	1	-11	-32
Cc1nc(N2CCN(S(=O)(=O)c3ccccc3)CC2)c2cc(-c3ccccc3)sc2n1
  -17	3	-3	9	5	-18	-20	21	-13	-17	-46
O=C(CN(C(=O)c1csnn1)c1ccc(Cl)cc1)NCCc1ccccc1
  8	9	-3	0	4	5	-3	5	11	-20	-10
CCN(C(=O)C(C)Cl)c1ccccc1 (stereo not given)
  17	8	1	-7	9	6	3	9	-21	-1	5
Clc1ccc(-c2nnc3sc(Cc4cccs4)nn23)c(Cl)c1
  -6	6	-5	18	-4	9	11	-9	2	-10	6
Cc1ccc(C(=O)N2c3ccccc3OCC2C)cc1 (stereo not given)
  -4	-9	13	4	10	10	1	0	5	11	-59
CCCCN(C(=O)c1cc2c(s1)CCCCC2)c1c(N)n(CCC)c(=O)[nH]c1=O
  -23	-14	-19	14	0	-10	-6	-1	0	8	-11
CCC(C)NC(=O)Cn1nc(C(F)(F)F)c2c1CCCC2 (stereo not given)
  22	0	17	-6	3	-2	-3	10	14	-13	5
Cc1cc(C)n(CC(O)COc2ccc(C(C)C)c(C)c2)n1 (stereo not given)
  -5	-2	-5	-7	-12	10	-18	1	20	8	6
O=C1C2C3C=CC(CC3)C2C(=O)N1/N=C/c1c(O)ccc2ccccc12 (stereo not given)
  7	10	1	-7	-10	-6	-14	2	-13	-19	-50
COc1ccc(NC(C)=O)cc1NC(=O)CN1CCN(S(=O)(=O)c2ccc(C(C)C)cc2)CC1
  13	-4	0	0	6	1	9	7	0	-1	13
Cc1csc2ncc(C(=O)Nc3ccon3)c(=O)n12
  -38	-29	-5	-27	-10	-2	-17	14	11	-11	2
O=C(CSCc1ccc(Cl)cc1)Nc1ccc(S(=O)(=O)N2CCCCCC2)cc1
  -19	-6	6	-8	-4	-7	18	4	2	-37	5
CCN1CC(C)C(O)(c2ccccc2)CC1C (stereo not given)
  -3	-1	-13	-2	-9	3	-4	5	-5	24	-6
COC(/C=C/Nc1ccc(OC)cc1)=C(C#N)C#N
  -3	6	15	-2	-10	-4	19	13	18	8	-6
CC1(C)CC(O)C(C)(C)N1O (stereo not given)
  29	2	18	-14	-1	1	-10	6	3	6	6
CC(=O)Nc1ccc(S(=O)(=O)NCCC(=O)OCC(=O)NNC(=O)c2ccccc2)cc1
  -21	-23	9	10	-6	0	-4	-5	7	-9	-8
CC(=O)O[C@H]1CC[C@H]2[C@@H]3CCc4cc(O)ccc4[C@H]3CC[C@]12C
  6	4	-14	11	-7	-8	6	-12	nt	10	-3
Nc1ccc(C(=O)NN2C(=O)[C@H](Cl)C2c2ccc(Cl)cc2)cc1 (stereo not given in full)
  -30	-12	44	91*	95*	-9	-23	-79*	-17	65*	99*
C/C(=N/NC(=O)C1CCCC1)c1ccc(NC(=O)C(F)(F)F)cc1
  -9	2	-14	18	22	-12	-37	-2	-30	-6	-6
CCc1ccc2cc3c(cc2n1)C(=O)c1ccccc1-3
  -129	-93	-178	-62	-6	nt	-30	4	-38	-19	-138
COc1cc2c(cc1NC(=O)Nc1ccc(C)cc1)oc1ccccc12
  -10	-54	-55	-3	3	-9	-55	16	-17	-6	nt
CCOc1ccc(C(=O)NC(=S)Nc2ccccc2OC)cc1[N+](=O)[O-]
  16	0	-11	-3	-9	16	0	11	6	-8	-9
CC(Sc1ccc(Cl)cc1)C(=O)N(C)CC(=O)Nc1ccc(N2CCOCC2)cc1 (stereo not given)
  -5	-7	14	12	2	-3	-6	7	2	3	11
Cc1ccc(C(=O)C(C)OC(=O)Cn2[nH]c(=O)c3ccccc3c2=O)cc1 (stereo not given)
  -9	-19	2	-5	21	3	10	20	6	-29	0
COc1ccc(OCC(=O)Nc2ccc(NC(=O)c3ccco3)cc2)cc1
  -27	-27	-27	-11	-20	-4	-7	11	-32	7	-18
COc1ccc2c(CC(=O)Nc3c(C)n(C)n(-c4ccccc4)c3=O)coc2c1
  -4	-10	-8	-10	6	-3	6	11	4	10	8
Fc1ccc(C2NCCn3cccc32)cc1 (stereo not given)
  -7	-11	-8	5	-7	-8	11	0	4	-3	-26
COc1cc(N=C2C(=O)N3c4c(cccc42)C(C)=CC3(C)C)cc(OC)c1
  0	-15	-20	4	-9	-6	-1	-3	-7	1	12
OCc1ccccc1OCCCN1CCC(Cc2ccccc2)CC1
  -5	14	15	-22	-3	3	-2	2	10	5	24
CCNC(=O)c1cc2c(c(-c3cccc(-c4cccc(C(=O)N(C)C)c4)c3)n1)[C@H](CCO)N(S(=O)C(C)(C)C)C2 (stereo not given in full)
  -24	13	18	-16	11	nt	-4	-4	-7	-23	3
Cc1ccccc1OCC(=O)Nc1ccccc1CO
  -25	-22	-41	-25	5	-6	-13	16	-8	-9	-20
CC(C)CC1C(=O)N(Cc2cn(CCC3OCCO3)nn2)CCS(=O)(=O)N1Cc1ccc(-c2ccncc2)cc1 (stereo not given)
  5	-5	-13	-2	11	0	-15	-12	3	7	7
O=C1C[C@H](c2ccc(O)cc2)Oc2cc(O[C@@H]3O[C@H](CO)[C@@H](O)[C@H](O)[C@H]3O)cc(O[C@@H]3O[C@H](CO)[C@@H](O)[C@H](O)[C@H]3O)c21
  1	-31	14	-17	-4	0	-25	22	0	5	-26
CCCCOc1ccc(S(=O)(=O)Nc2cccnc2)cc1
  23	2	16	16	-1	10	20	-4	37	23	31
CCCc1[nH][nH]c(=O)c1C(c1ccccc1)C(C#N)C#N (stereo not given)
  1	1	-2	5	-9	-8	6	-10	2	-4	-5
C=CCn1c(C)cc(/C([O-])=C(/C(=S)Nc2ccc(OC(F)F)cc2)[n+]2ccc(N(C)C)cc2)c1C
  -24	5	-21	-18	-2	-4	-25	-5	13	-11	-24
CCOC(=O)C1CCN(Cc2c(F)cccc2Cl)CC1
  -3	0	0	-21	-10	3	11	-8	8	-17	-7
CCOc1ccc(N2CC(C(=O)Nc3ccc4c(c3)OCO4)CC2=O)cc1 (stereo not given)
  16	1	-8	-10	-5	1	-13	-2	-1	17	10
CCCCOC(=O)Nc1cc(OC)c(Cl)cc1OC
  6	-7	-14	-2	-5	4	6	-17	10	-3	0
CCCCNC(=O)N(O)C1N(/N=C/c2ccccc2O)C(=S)SC1(C)C (stereo not given)
  -26	8	20	-8	-28	5	-17	7	-16	-9	-14
CN1C(=O)NC(c2ccccc2[N+](=O)[O-])C2=C1CCCC2=O (stereo not given)
  3	12	-3	-45	-13	1	-13	0	12	-7	-15
